Screening data: PubChem, NMMLSC
ABCB1 block = human ABCB1 inhibition, ABCG2 as counter-screen; 0.067% of 190,000 active; P08183; CCRF-Adr cells, JC-1 efflux, flow cytometry; AID 1326; inhibition, % at 6.6 µM; in the data active = inhibition above about 40%;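 note: 0% = vehicle and 100% = reference inhibitor; higher value means more JC-1 retained so stronger ABCB1 efflux block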
Target sequence (P08183 whole entry, looked up): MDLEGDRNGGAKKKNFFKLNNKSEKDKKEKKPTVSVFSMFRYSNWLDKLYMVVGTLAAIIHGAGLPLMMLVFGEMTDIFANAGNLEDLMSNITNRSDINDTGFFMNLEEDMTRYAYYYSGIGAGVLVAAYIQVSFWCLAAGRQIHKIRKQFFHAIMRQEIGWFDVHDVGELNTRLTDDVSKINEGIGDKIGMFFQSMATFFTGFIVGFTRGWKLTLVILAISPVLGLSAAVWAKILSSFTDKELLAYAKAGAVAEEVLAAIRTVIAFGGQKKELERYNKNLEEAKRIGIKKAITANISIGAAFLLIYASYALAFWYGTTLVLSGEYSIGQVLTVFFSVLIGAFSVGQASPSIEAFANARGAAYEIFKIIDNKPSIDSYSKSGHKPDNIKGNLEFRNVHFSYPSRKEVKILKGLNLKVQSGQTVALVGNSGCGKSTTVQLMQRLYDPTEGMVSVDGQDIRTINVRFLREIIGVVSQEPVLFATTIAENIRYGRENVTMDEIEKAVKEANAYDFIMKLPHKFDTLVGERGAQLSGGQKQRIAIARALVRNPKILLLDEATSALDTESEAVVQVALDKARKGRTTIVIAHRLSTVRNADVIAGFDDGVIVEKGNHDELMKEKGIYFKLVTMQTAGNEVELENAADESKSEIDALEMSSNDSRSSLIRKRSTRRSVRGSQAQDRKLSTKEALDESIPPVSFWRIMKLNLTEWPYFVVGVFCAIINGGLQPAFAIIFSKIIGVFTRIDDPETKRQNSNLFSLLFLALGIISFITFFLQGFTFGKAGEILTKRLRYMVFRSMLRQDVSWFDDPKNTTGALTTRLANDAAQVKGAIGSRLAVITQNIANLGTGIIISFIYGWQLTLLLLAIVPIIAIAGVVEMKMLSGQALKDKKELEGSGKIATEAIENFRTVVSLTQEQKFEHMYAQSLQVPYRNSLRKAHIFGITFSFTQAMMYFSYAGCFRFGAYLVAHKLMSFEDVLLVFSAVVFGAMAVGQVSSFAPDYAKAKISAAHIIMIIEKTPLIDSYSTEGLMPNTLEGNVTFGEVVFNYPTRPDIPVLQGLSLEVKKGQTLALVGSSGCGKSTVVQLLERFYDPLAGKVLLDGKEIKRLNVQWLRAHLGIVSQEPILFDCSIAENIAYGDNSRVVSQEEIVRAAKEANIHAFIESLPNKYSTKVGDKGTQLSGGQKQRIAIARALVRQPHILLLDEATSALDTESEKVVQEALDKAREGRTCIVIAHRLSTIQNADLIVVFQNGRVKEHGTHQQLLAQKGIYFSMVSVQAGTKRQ
RGS7-Gao = human RGS7-Galphao interaction regulation. binding response (% of control), % at 10 µM. P09471. 0.35% of 220,000 active. Multiplexed bead flow cytometry, RGS7-Galphao binding; actives lie on both sides; in the data active = binding response below about 49% or above about 150%; inconclusive = no clear call, values can overlap the other calls; inactive = in between;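 note: fluorescent Galphao held in activated GDP-AlF4 state binding bead-coupled RGS7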
Bim-Bcl-W = inhibitors of Bim-Bcl-W interaction, human; bead-based flow cytometry, Bim peptide-Bcl-W binding; 0.02% of 190,000 active; AID 952; inhibition, % at 10 µM; Q92843;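 note: 0% = bound tracer without compound and 100% = peptide blocker; higher means less fluorescent Bim peptide bound to Bcl-W beads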
RGS8-Gao reg = human RGS8-Galphao interaction regulation; response (percent of control binding), % at 10 µM; 0.34% of 220,000 active; P09471; AID 1423; multiplexed bead flow cytometry, RGS8-Galphao binding; actives lie on both sides; in the data active = response below about 60% or above about 140%; inactive = in between;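 note: Galphao activated as the GDP aluminium fluoride complex binding bead-coupled RGS8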
Bim-Bcl-XL = human Bim-Bcl-XL interaction inhibition. 0.04% of 190,000 active. Bim peptide-Bcl-XL binding, bead flow cytometry, fluorescence. inhibition, % at 10 µM. Q07817. AID 1007
Bcl-2 Bim block = human Bim-Bcl-2 interaction inhibition. inhibition, % at 10 µM. AID 950. 0.06% of 190,000 active. Bead-based flow cytometry, Bim peptide-Bcl-2 binding; in the data active = inhibition above about 40%; inconclusive = no clear call, values can overlap the other calls;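 note: 0% = no compound wells with probe peptide and 100% = reference peptide inhibitor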
ABCG2 inh = human ABCG2 inhibition, ABCB1 as counter-screen. Q9UNQ0. IgMXP3 cells, JC-1 efflux, flow cytometry. inhibition, % at 6.6 µM. 0.1% of 190,000 active. AID 1325;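 active = inhibition above 80%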;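 note: 0% = DMSO and 100% = nicardipine control wells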
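test system = two drug-resistant human cell lines, ABCG2 and ABCB1 | amount = 3 million cells/mL final, two lines in 1:1 ratio | reagent = JC-1 transporter substrate | doses = one concentration, 6.6 µM final | incubation = 10 min at 25 °C | signal = flow cytometric JC-1 green MFI at 530 nm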
Bim-Bfl-1 = human Bim-Bfl-1 interaction inhibition | inhibition, % at 10 µM | 0.12% of 190,000 active | Bead-based flow cytometry, Bim-Bfl-1 binding inhibition | Q16548;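 note: 0% = wells without compound plus tracer and 100% = blocker peptide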
GSH bead fluor = compound fluoresces at 488/530 nm on GSH beads | 0.25% of 190,000 active | fluorescence (KMESF) at 10 µM | GSH beads flow cytometry, compound fluorescence 488/530 nm; hits give high values; in the data active = fluorescence above about 89;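 note: glutathione beads carrying GST-tagged Bcl family fusion proteins plus one bare bead set; values are compound well signal with DMSO vehicle wells as background; inactives centre near 16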
Bim-Bcl-B = inhibitors of Bim-Bcl-B interaction, human; Q9HD36; bead-based flow cytometry, Bim peptide-Bcl-B binding; inhibition, % at 10 µM; 0.073% of 190,000 active; AID 951;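 note: 0% = tracer peptide without compound and 100% = reference inhibitor peptide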
RGS4-Gao reg = human RGS4-Galphao interaction regulation; P09471; Multiplexed bead flow cytometry, RGS4-Galphao binding; actives lie on both sides; binding response (% of control), % at 10 µM; 0.33% of 220,000 active; in the data active = binding response below about 49% or above about 150%; inactive = in between;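 note: fluorescent Galphao activated with aluminum fluoride binding bead-coupled RGS4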
Numbers without * were called inactive; ? = inconclusive; . = no result given. Cut-off read from the data, not from the text of the source, unless noted: active = inhibition above about 40%.

SMILES | ABCB1 block | RGS7-Gao | Bim-Bcl-W | RGS8-Gao reg | Bim-Bcl-XL | Bcl-2 Bim block | ABCG2 inh | Bim-Bfl-1 | GSH bead fluor | Bim-Bcl-B | RGS4-Gao reg
COc1ccc(C(C(=O)NC2CCCC2)N(C(=O)c2ccoc2C)c2ccccc2)cc1 (configuration not stated) | 0.5 | 113 | -6 | 113 | -7 | -2 | -2 | -4 | 11 | -6 | 109
Cc1ccc(S(=O)(=O)N2CCOCC2)cc1NC(=O)Cn1cc(C(F)(F)F)cc(Cl)c1=O | 0.3 | 101 | -4 | 104 | -6 | -4 | 2 | -2 | 5 | -4 | 104
COc1cc2[nH]c(=S)nc(NCc3ccccn3)c2cc1OC | 2.9 | 97 | 7 | 100 | 6 | -1 | 44 | 1 | 7 | -1 | 99
Cc1ccc(SCCc2cc[n+](CC(=O)c3ccccc3)cc2)cc1 | 0.9 | 108 | 0 | 97 | 1 | -4 | 0 | 0 | 9 | -4 | 97
COc1ccc(N2C(=O)C3C4C=CC(C4)C3C2=O)c([N+](=O)[O-])c1 (configuration not stated) | 0.5 | 102 | -2 | 102 | -1 | -1 | 3 | 2 | 65 | -2 | 103
CSc1nnc2ccc(-c3ccccn3)nn12 | -0.2 | ? | 0 | 101 | -2 | 2 | 2 | -2 | 10 | -1 | 100
Cc1ccccc1OCc1nnc(SC(C)C(=O)O)n1Cc1ccccc1 (configuration not stated) | 0.6 | 96 | -1 | 98 | -1 | -3 | 3 | -3 | 9 | -7 | 97
Clc1ccc(C2=Nn3c(nnc3-c3cccnc3)SC2)s1 | 0.4 | 96 | 5 | 97 | 1 | -7 | 47 | -12 | 27 | 1 | 95
CC(C)(C)c1ccc(NC(=O)Nc2ccc(F)cc2)cc1 | 0.0 | 99 | 0 | 99 | -4 | -2 | 6 | -3 | 11 | -3 | 102
COC(=O)c1cc(C)sc1NC(=O)CCCC(=O)O | 1.2 | 96 | -3 | 100 | -12 | -13 | 24 | -18 | 37 | -11 | 102
Clc1ccc(Cn2c(CN3CCCC3)nc3ccccc32)cc1 | 1.7 | 100 | 1 | 101 | -1 | 0 | 5 | 0 | 20 | -3 | 98
Cc1cc(C)cc(OCc2nnc(SCC(=O)c3ccc(Br)cc3)o2)c1 | 1.1 | 97 | -3 | 97 | -14 | -15 | 38 | -26 | 26 | -14 | 98
CN1CCN(C(c2ccc(F)cc2)c2nnnn2Cc2cccs2)CC1 (configuration not stated) | 0.0 | 102 | 2 | 100 | -5 | -9 | -1 | -26 | 21 | -9 | 103
Cc1c(-c2nc(N)nc(Nc3ccc(F)cc3)n2)oc2ccccc12 | -0.4 | 98 | -1 | 104 | -3 | -8 | 7 | -14 | 36 | -9 | 102
CC(=O)N(C(C)=O)N1C(=O)c2cccc3c(N4CCOCC4)ccc(c23)C1=O | 0.2 | 101 | 0 | 101 | -3 | -4 | 2 | -6 | 7 | -4 | 102
S=C(Nc1ccc(Oc2ccc(NC(=S)NC3CCCCC3)cc2)cc1)NC1CCCCC1 | -0.4 | 99 | -4 | 99 | -5 | -4 | -2 | -3 | 11 | -8 | 94
CCOC(=O)C1=C(C)NC(C)=C(C(=O)OCC)C1c1sccc1C | 2.7 | 103 | -3 | 100 | -2 | -2 | 12 | -3 | 19 | -4 | 100
N#Cc1c(N2CCCC2)nc(N)c2c(N)nc(N3CCCC3)cc12 | . | 101 | 1 | 98 | 0 | 2 | . | 0 | 15 | -1 | 102
CC1Cc2ccccc2N1CC(=O)Nc1ccc2c(c1)OC(F)(F)O2 (configuration not stated) | 0.3 | 103 | 3 | 103 | 2 | -6 | 2 | -8 | 13 | -2 | 106
CC(Sc1nc(N)cc(=O)[nH]1)C(=O)Nc1sc2c(c1C#N)CCCC2 (configuration not stated) | -0.7 | 104 | -3 | 100 | -7 | -1 | -1 | -9 | 63 | -8 | 101
O=C(c1ccco1)N1CCN(C(=O)c2cc(-c3ccccn3)nc3ccccc23)CC1 | 0.4 | 100 | 2 | 94 | 2 | 3 | 1 | 6 | 32 | 6 | 95
CC(C)CNC(=O)c1ccccc1NC(=O)/C=C/c1cccc([N+](=O)[O-])c1 | . | 103 | -1 | 94 | -4 | 0 | 16 | 0 | 9 | -2 | 87
COc1cc(Cl)c(C)cc1NC(=O)CNC(C)c1ccccc1OC (configuration not stated) | 9.2 | 90 | 6 | 85 | 0 | 1 | 18 | 2 | 21 | -4 | 93
O=C(CSc1nnc(NC(=O)C2CCCCC2)s1)NCc1ccco1 | 0.4 | 100 | 2 | 101 | -1 | 0 | 19 | 0 | 24 | -2 | 102
Cc1ccc(NC(=S)N2CCSC2c2cccs2)cc1 (configuration not stated) | -0.3 | 93 | -3 | 76 | -1 | -4 | 1 | -4 | 9 | -4 | 91
O=C(NCc1ccco1)Nc1ccc(Br)cc1Cl | -0.2 | 97 | 0 | 104 | -1 | -5 | 4 | -2 | 34 | -9 | 102
O=C(NCc1cccc(Cl)c1)c1ccco1 | 0.1 | 102 | -1 | 100 | 0 | -9 | 1 | -14 | 35 | -7 | 100
Cc1ccccc1-n1c(C)nnc1SCC(=O)NCC1CCCO1 (configuration not stated) | 0.4 | 94 | 0 | 95 | 2 | -5 | 2 | -9 | 36 | -4 | 92
Cc1cc2oc(=O)cc(CSc3nc(N)cc(N)n3)c2cc1C | 0.1 | 99 | -4 | 99 | -3 | 0 | 1 | -2 | 5 | -2 | 98
Cc1cnn(-c2cc(N/N=C/c3cccc(F)c3)ncn2)c1 | -0.1 | 100 | -1 | 106 | -4 | 1 | -1 | 0 | 5 | -5 | 102
Nc1nc(Cl)cc(N2CCC(c3cc(-c4ccc(Cl)cc4)n[nH]3)CC2)n1 | 0.2 | 96 | -3 | 100 | -1 | -2 | 0 | 0 | 15 | -1 | 104
Cc1cccc(OCC2CCCN(Cc3nc(C4CC4)no3)C2)c1 (configuration not stated) | 1.0 | 104 | 0 | 98 | 2 | -1 | 16 | -4 | 7 | 1 | 99
Cc1ccc(-c2nc(N/N=C/c3cccnc3)c3ccccc3n2)cc1 | 0.7 | 93 | 4 | 98 | -8 | -5 | 2 | -9 | 44 | -6 | 93
CCCNC(=O)C(=O)NCc1ccccn1 | -0.3 | 99 | 2 | 101 | 1 | 0 | 0 | 0 | 17 | 0 | 96
COc1cccc(C(c2nnnn2Cc2ccco2)N2CCN(c3cccc(C)c3C)CC2)c1OC (configuration not stated) | 0.0 | 99 | 0 | 100 | -16 | -10 | -1 | -12 | 32 | -8 | 100
CCOC(=O)c1sc(NC(=O)CNC(=O)Cn2cnc3sc(C)c(C)c3c2=O)nc1C | 0.1 | 107 | -5 | 105 | -7 | -3 | 6 | -2 | 14 | -6 | 104
Brc1ccc(-c2csc(N3CCc4ccccc4C3)n2)cc1 | 0.1 | 98 | 2 | 98 | -5 | -6 | 0 | -11 | 24 | -4 | 97
COc1ccc(C(=O)n2ccc(C)n2)cc1Br | 1.2 | 101 | 2 | 101 | -1 | 2 | 8 | 0 | 20 | -1 | 102
Cc1ccc(C(=O)n2c3ccccc3c3ccccc32)cc1 | 0.1 | 102 | 0 | 102 | -7 | -7 | 1 | -12 | 9 | -9 | 102
Cc1ccc(-c2nc3ccccn3c2NCc2ccc3c(c2)OCO3)cc1 | 0.7 | 97 | -2 | 101 | 0 | -5 | 2 | -2 | 12 | -2 | 100
CCc1ccc(S(=O)(=O)NCCc2cn3cccc(C)c3n2)s1 | 0.4 | 98 | -1 | 100 | -1 | -4 | 2 | -6 | 13 | -7 | 97
COc1cccc(C2=CC(c3ccc(N(C)C)cc3)n3nnnc3N2)c1 (configuration not stated) | 0.3 | 99 | -4 | 100 | 0 | -5 | 0 | 2 | 16 | -2 | 99
Cc1[nH]nc(SCC(=O)N2CCCC2)c1[N+](=O)[O-] | -1.1 | 110 | 0 | 106 | -3 | 0 | -2 | 1 | 10 | 0 | 105
O=C(Nc1nc(-c2cccc3ccccc23)cs1)c1cnccn1 | 0.6 | 96 | -1 | 104 | -2 | 2 | 11 | 10 | 8 | 1 | 102
O=C(Nc1nnc(C2CC2)s1)c1ccc(Cl)c(S(=O)(=O)N2CCc3ccccc3C2)c1 | -2.7 | 101 | -4 | 103 | -12 | -1 | 5 | -2 | 11 | -12 | 104
Brc1ccc(/C=N/Nc2nncc(-c3ccccc3)n2)o1 | -0.3 | 101 | 0 | 105 | -1 | -1 | 0 | -8 | 16 | -3 | 99
COc1ccc(CC(C)N2CCN(c3cccc(C(F)(F)F)c3)CC2)cc1OC (configuration not stated) | 13 | 88 | 5 | 83 | 2 | 0 | 5 | -1 | 16 | 3 | 91
Cc1nc(-c2coc3cc(C)c(N=O)c(O)c3/c2=N\N)cs1 | -0.1 | 91 | -1 | 89 | -4 | 0 | 0 | -8 | 8 | -3 | 96
CCOC(=O)c1ccc(NC(=O)CSc2nc3c(c(=O)n2CC)SC(C)C3)cc1 (configuration not stated) | 0.9 | 100 | -1 | 102 | -1 | -3 | 2 | -9 | 17 | -4 | 98
CC(C)OC(=O)CSc1nc2c(cc1C#N)CCCCC2 | 0.8 | 98 | 1 | 100 | 2 | 0 | 14 | -2 | 12 | -2 | 92
CCOC(=O)c1nnn(-c2nonc2N)c1C | 0.5 | 89 | 0 | 87 | -1 | -2 | 3 | -2 | 14 | 1 | 82
O=C(N/N=C/c1c[nH]c2ccccc12)c1ccn(Cc2ccc(Cl)cc2Cl)n1 | -0.1 | 102 | -2 | 106 | -2 | -8 | 0 | 0 | 8 | -1 | 104
Nc1cc(S(=O)(=O)O)cc([N+](=O)[O-])c1O | 0.4 | ? | -4 | 104 | -3 | -5 | 4 | -9 | 15 | -8 | 105
CCc1ccc(C2CC(=O)Nc3c2c(=O)nc2c(C)cccn32)cc1 (configuration not stated) | 1.6 | 105 | -8 | 102 | -7 | 0 | 12 | -4 | 11 | 1 | 105
CN(C)c1ccc(/C=N\S(=O)(=O)c2ccccc2)cc1 | 0.4 | 101 | -2 | 102 | -3 | 2 | 5 | 5 | 6 | 0 | 100
CCOC(=O)Cc1[nH]nc2c1C(c1ccoc1)C(C#N)=C(N)O2 (configuration not stated) | 0.9 | 94 | -1 | 97 | -11 | -10 | 12 | -17 | 34 | -9 | 97
CC(C)CNC(=O)NC1(C(F)(F)F)Oc2ccccc2O1 | 0.1 | 114 | 2 | 101 | 0 | -2 | -1 | -3 | 10 | 1 | 99

A different layout for two compounds above:
| SMILES | ABCB1 block | RGS7-Gao | Bim-Bcl-W | RGS8-Gao reg | Bim-Bcl-XL | Bcl-2 Bim block | ABCG2 inh | Bim-Bfl-1 | GSH bead fluor | Bim-Bcl-B | RGS4-Gao reg |
| --- | --- | --- | --- | --- | --- | --- | --- | --- | --- | --- | --- |
| Clc1ccc(C2=Nn3c(nnc3-c3cccnc3)SC2)s1 | 0.4 | 96 | 5 | 97 | 1 | -7 | 47 | -12 | 27 | 1 | 95 |
| CC(C)(C)c1ccc(NC(=O)Nc2ccc(F)cc2)cc1 | 0.0 | 99 | 0 | 99 | -4 | -2 | 6 | -3 | 11 | -3 | 102 |
